USP2a inh = blocks human ubiquitin-specific protease USP2a; O75604; USP2 core, Ub-CHOP2 coupled fluorogenic reporter, 485/531; Potency, µM (titrated, usually from 38.3 µM), inactives show top-dose activity change, negative = inhibition, usual class: inhibitors; 0.01% of 330,000 active;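 also: potency is read from the fitted curve at half-maximal effect; plate controls were DMSO wells for no effect and full inhibition by NEM control for full effect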
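Deubiquitinase activity read as fluorescence (485/531 nm) after Ub-CHOP2 cleavage activates the enterokinase reporter on its substrate; USP2 core 10nM, Ub-CHOP2 and substrate 25nM each, 30min compound preincubation then 60min RT; data normalized to NEM, curves fitted.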
BRCA1 expr act = activators of BRCA1 expression. MCF7-BRCA1-FFLuc reporter, luminescence, 48 h; response scale: scaled: vehicle 0%, 10 µM genistein 100%. Potency, µM (series often up to 46.1 µM), inactives show at the highest dose activation, hits mostly activators. 1.1% of 380,000 active. AID 624202; also: potency is read from the fitted curve at half-maximal effect; nearly all actives have a fitted effect of over 80% in size; some results filed as inactive show a strong effect at the top dose
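Reporter cells (MCF7, BRCA1 promoter-firefly luciferase) received library compounds across a concentration series for 48 h. End-point luminescence was measured and concentration-effect curves derived after normalization.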
TRPV1 agonist = human TRPV1 agonism | Q8NER1 | TRPV1-expressing cells, Fluo-8 calcium influx, agonist mode | activation, % at 8.33 µM | 0.19% of 320,000 active | AID 540275; in the data active = activation above about 80%; inconclusive = between about 30% and that limit; also: 0% is about no effect
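Cells expressing TRPV1 were dye-loaded with Fluo-8 and read kinetically: 10 s baseline, 3 min after compound (agonist portion), then 2 min after EC20 capsaicin (allosteric enhancer portion). Calcium-bound dye fluorescence at 480/520 nm.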
p53 reactivator = re-activators of mutant p53. H1299 p53-A138V BP100-luciferase reporter, luminescence, 24 h. Potency, µM (highest dose often 92.2 µM), for inactives: top-dose activity change, positive = activation, actives largely listed as activators. 0.063% of 320,000 active; also: potency is read from the fitted curve at half-maximal effect; % of control where 0% means no effect; nearly all actives have a fitted effect of over 45% in size
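p53-null H1299 cells stably carrying temperature-sensitive p53-A138V and a BP100-luciferase reporter were pinned with compounds (4-point, 1:5 series) and held 24 hrs at 37 deg C. Luminescence was read 10 min after detection reagent.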
TSG101-PTAP inh = blocks PTAP/TSG101 interaction to inhibit HIV-1 budding | Fluorescence polarization, FITC-PTAP peptide / Tsg101 binding | Potency, µM (series often up to 115 µM), without a hit: at the top dose activity change, negative = inhibition, actives largely listed as inhibitors | 340,000 tested, under 10 active | AID 493005; active = well fitted inhibition curve with a large enough effect in the main read-out, with a control signal flat, not every such curve was filed as active; inconclusive = small, poorly fitted or top-dose-only effect, or effect the other way, or a change in a side signal; inactive = no such curve, though single readings can be large or run the other way; also: potency is read from the fitted curve at half-maximal effect; % of control where 0% means no effect
Target sequence (Q99816 whole entry, looked up): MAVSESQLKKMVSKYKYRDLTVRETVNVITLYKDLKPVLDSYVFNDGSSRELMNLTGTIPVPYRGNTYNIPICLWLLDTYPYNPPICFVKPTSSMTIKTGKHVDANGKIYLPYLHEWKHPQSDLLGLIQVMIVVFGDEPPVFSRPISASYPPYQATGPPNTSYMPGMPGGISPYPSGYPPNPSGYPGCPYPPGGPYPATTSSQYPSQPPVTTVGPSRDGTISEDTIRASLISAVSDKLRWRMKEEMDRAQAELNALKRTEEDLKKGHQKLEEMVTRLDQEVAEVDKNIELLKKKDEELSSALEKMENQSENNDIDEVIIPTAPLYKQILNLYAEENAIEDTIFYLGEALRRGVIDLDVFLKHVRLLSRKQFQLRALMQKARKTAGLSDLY
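Fluorescence anisotropy tracks displacement of a FITC-tagged PTAP peptide (50 nM) from the Tsg101 binding domain (10 uM), following a 20 min room-temperature incubation at pH 7.5.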
a7 integrin act = integrin-mediated muscular dystrophy alleviation activation; Potency, µM (doses to about 38.3 µM), for the others: at the highest dose activation, actives largely listed as activators; 0.064% of 350,000 active; alpha7betagal myoblasts, beta-gal FDG fluorescence, 48 h;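 also: potency is read from the fitted curve at half-maximal effect; 100% = response of the positive control SU9516; nearly all actives have a fitted effect of over 60% in size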
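alpha7betagal+/- myoblasts (passage 13, 250/well) treated 48 h at 37C with compounds at 1:260 dilution of DMSO stock. Lysed, then beta-galactosidase activity read as FDG fluorescence (ex 480/em 540) after 30 min, with pre-read for autofluorescence.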
Eya2 inh = Eya2 (human) phosphatase inhibition. Potency, µM (top dose mostly 76.9 µM), without a hit: at the highest dose activity, negative = inhibition, actives largely listed as inhibitors. 0.006% of 330,000 active. O00167. recombinant Eya2, OMFP fluorescence dephosphorylation (OMFP is methylfluorescein phosphate); also: potency is read from the fitted curve at half-maximal effect; % is scaled to controls: 0 for no effect and ±100 for the full control effect
Target sequence (O00167 whole entry, looked up): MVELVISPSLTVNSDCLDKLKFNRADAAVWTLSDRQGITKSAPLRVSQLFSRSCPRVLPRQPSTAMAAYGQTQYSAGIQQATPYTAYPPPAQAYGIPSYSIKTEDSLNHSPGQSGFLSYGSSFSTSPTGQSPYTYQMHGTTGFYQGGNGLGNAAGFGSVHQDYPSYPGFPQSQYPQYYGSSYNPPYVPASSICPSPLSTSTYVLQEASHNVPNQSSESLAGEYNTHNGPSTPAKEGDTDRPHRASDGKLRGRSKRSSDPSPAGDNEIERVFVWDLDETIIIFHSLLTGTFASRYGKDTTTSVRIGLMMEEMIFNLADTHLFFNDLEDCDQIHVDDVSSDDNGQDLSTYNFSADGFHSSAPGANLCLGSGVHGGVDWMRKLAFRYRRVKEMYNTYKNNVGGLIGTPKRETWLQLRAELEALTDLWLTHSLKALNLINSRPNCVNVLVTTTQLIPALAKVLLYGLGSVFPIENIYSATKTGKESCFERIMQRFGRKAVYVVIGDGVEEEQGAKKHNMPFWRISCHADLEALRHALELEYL
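Eya2 protein (added as 0.2 uM solution) was preincubated with compound for 10 min at ambient temperature in 50 mM HEPES pH 7.5, 50 mM NaCl, 5 uM MgCl2, 0.05% BSA, 1 mM DTT. OMFP (added at 50 uM) then reacted 10 min; fluorescence read at 485/525 nm.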
uPA generation = cell surface uPA generation inhibition; AID 540303; cell surface uPA generation assay, qHTS; 0.31% of 330,000 active; Potency, µM (highest dose often 38.3 µM), inactives show top-dose activity change, negative = inhibition, most hits filed as inhibitors; active = well fitted inhibition curve with a large enough effect; inconclusive = small, poorly fitted or top-dose-only effect; inactive = no such curve, though single readings can be large or run the other way; tested in mouse RAW 264.7 cells; also: potency is read from the fitted curve at half-maximal effect; % is scaled to controls: 0 for no effect and ±100 for the full control effect; nearly all actives have a fitted effect of over 55% in size
S-ASM inh = blocks human secretory acid sphingomyelinase. Potency, µM (titrated, usually from 57.5 µM), for inactives: at the top dose activity change, negative = inhibition, usual class: inhibitors. placental ASM, HMU-PC fluorogenic substrate, 60 min. 0.006% of 340,000 active. P17405; also: potency is read from the fitted curve at half-maximal effect
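Fluorescence read-out (Ex 386 nm, Em 447 nm) after stopping the reaction at pH 10. Enzyme: ASM from human placenta; substrate HMU-PC0, 9 uM final; 60 min, 37 °C. Compound preincubation 10 min, ambient temperature.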
ELG1 genotoxic = induces genotoxicity in HEK293T cells with luciferase-tagged ELG1; HEK293T ELG1-luciferase reporter, luminescence, 16 h; Potency, µM (highest dose often 46 µM), for the others: at the top dose activity change, positive = activation, usual class: activators; 1.3% of 330,000 active; AID 504466; also: potency is read from the fitted curve at half-maximal effect; % of control where 0% means no effect; nearly all actives have a fitted effect of over 60% in size
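Screening used a luciferase reporter fused to human ELG1 in HEK293T cells. Luminescence was read on a CCD plate imager after 16 hr exposure and 30 min ONE-Glo incubation.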
B2AR arrestin = agonists driving beta-arrestin recruitment to human beta2-adrenergic receptor; beta-arrestin recruitment to beta2AR, cell-based reporter; Potency, µM (top dose mostly 46.1 µM), for the others: at the top dose activation, hits mostly activators; 0.02% of 330,000 active; AID 492947;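 also: potency is read from the fitted curve at half-maximal effect; 0% = DMSO controls and full agonism = EC100 isoproterenol or metaproterenol; nearly all actives have a fitted effect of over 65% in size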
Numbers without * were called inactive; ? = inconclusive; nt = not tested or not shown; [ ] = another dose, or the depositor's remark. Unless noted, calls follow the shape of the dose curve; as a rule, active = well fitted curve in the direction sought with a large enough effect; inconclusive = small, poorly fitted or top-dose-only effect, or another doubt; inactive = no such curve, though single readings can be large; an effect the other way counts as inactive or inconclusive.

Under each structure – USP2a inh	BRCA1 expr act	TRPV1 agonist	p53 reactivator	TSG101-PTAP inh	a7 integrin act	Eya2 inh	uPA generation	S-ASM inh	ELG1 genotoxic	B2AR arrestin
CCN(CC)NC(=O)Nc1ccccc1
    -1%	9%	1	2%	1%	4%	3%	4%	4%	0%	0.0%
O=C(O)c1cccc(NS(=O)(=O)c2ccc(C3CCCCC3)cc2)c1
    -2%	39%	3	-3%	2%	-7%	10%	0%	15%	2%	-0.2%
O=S(=O)(Nc1cc(S(=O)(=O)N2CCOCC2)ccc1O)c1ccc2c(c1)OCCCO2
    1%	-2%	3	0%	-6%	?	-18%	0%	0%	1%	-0.1%
O=C(Nc1ccc(N2CCOCC2)c(Cl)c1)c1ccc(-n2cnnc2)cc1Cl
    4%	-1%	-1	5%	-2%	0%	-3%	?	-2%	14%	-0.6%
O=C1Nc2cc(S(=O)(=O)N3CCCC3)ccc2N2CCCC12 (centres undefined)
    1%	-4%	1	1%	0%	47%	5%	2%	17%	-2%	-0.7%
C1CCN(c2nc(N3CCCC3)nc(N3CCNCC3)n2)C1
    -1%	nt	20	?	nt	nt	14%	nt	nt	-1%	0.2%
COc1ccc(O[C@H]2C=C[C@@H](c3ccccc3)O[C@@H]2COC(=O)CC/C(C)=N/O[C@@H](C)CN2CCCCc3nc(C)c(C)cc32)cc1
    4%	nt	17	17%	nt	nt	-10%	nt	nt	-8%	-1.0%
CCCS(=O)(=O)c1cnc(C2COc3ccccc3O2)nc1N (centres undefined)
    6%	-81%[inhibitor]	3	-12%	-1%	16%	-1%	?	-3%	?	0.0%
O=C(NCc1ccncc1)C(=O)N/N=C/c1ccc(OCc2ccccc2)cc1
    3%	?	0	6%	-5%	19%	13%	5%	5%	?	7.0%
COc1ccc(C2=CC(=O)C[C@H](c3ccc4c(c3)OCO4)C2)cn1
    0%	2%	-7	1%	0%	1%	0%	6%	-6%	0%	-0.5%
Cc1cc(C)cc(C(=O)NCC(=O)OCC(=O)NC2CC2)c1
    0%	-8%	nt	-6%	-2%	-17%	-12%	-2%	30%	-2%	-0.5%
CCOc1ccccc1NC(=S)N(CCC(C)C)C1CCN(C(C)=O)CC1
    -1%	-18%	?	-2%	-2%	-6%	0%	1%	1%	-12%	-0.1%
CC(C)(C)OC(=O)NCCCCCNC(=O)c1nc[nH]c1C(=O)NCCCCCNC(=O)OC(C)(C)C
    -1%	0%	nt	-8%	-6%	-31%	-18%	0%	-9%	-12%	0.0%
O=C(O)c1cn(C2CCCCC2)c2ccccc2c1=O
    2%	19%	-1	5%	-2%	0%	-5%	1%	1%	0%	0.2%
Brc1ccc(-c2nnc3sc(CN4CCN(c5ccccc5)CC4)cn23)cc1
    -2%	-1%	-1	6%	-10%	-20%[7.66 µM]	-5%	nt	-3%	-1%	0.2%
COc1ccc(NS(=O)(=O)c2ccc(Cl)c(NC(=O)c3cccnc3Cl)c2)cc1
    -1%	-4%	-2	3%	-9%	6%	-12%	1%	-3%	-3%	-0.7%
CCc1ccc(C(=O)Nc2cccc(-c3nn[nH]n3)c2)s1
    -2%	47%	-3	20%	-4%	?	8%	-15%	8%	0%	-0.2%
CCCCNC(=O)[C@H]1C[C@H]1[C@@H](O)[C@H](CO)NC(=O)[C@H](CC(C)C)NC(=O)OC(C)(C)C
    1%	1%	-1	6%	-5%	17%	-1%	18%	5%	-2%	0.0%
COc1ccc(OC)c(-c2csc(NC(=O)CSc3nnnn3C)n2)c1
    -2%	-5%	-2	-1%	-2%	16%	-8%	1%	-5%	-6%	-0.1%
CCOC(=O)C1=C(C)OC(N)=C(C#N)C1c1ccc(OC)c(C)c1OC (centres undefined)
    0%	0%	14	10%	-5%	14%	-1%	-4%	0%	5%	0.0%
COc1ccc(NC(=O)CSc2nnc(-c3ccoc3C)n2CCc2ccccc2)cc1
    3%	-5%	23	-8%	-5%	-12%	-15%	6%	-2%	-10%	-0.2%
Cc1ccccc1OCC(=O)Nc1nc(C)c(C(=O)N(C)C)s1
    1%	29%	0	23%	1%	6%	-2%	-1%	0%	0%	0.0%
CCCc1ccc(Oc2coc3cc(OCC(=O)Nc4ccccc4C)ccc3c2=O)cc1
    7%	6%	-1	-4%	0%	1%	4%	0%	-3%	8%	-0.1%
O=C(Cn1cnc2ccccc21)Nc1cccc([N+](=O)[O-])c1
    1%	-7%	-5	1%	-5%	-26%	-7%	-45%	-1%	0%	0.1%
COC(=O)CSCC(=O)Nc1nnc(-c2cccc(C)c2)s1
    3%	27%	-2	-1%	1%	-9%	-13%	-3%	-3%	0%	0.2%
COc1ccccc1NC(=O)Cc1noc(CSc2nnc(C(F)(F)F)n2C)n1
    3%	-5%	-8	-2%	-3%	0%	?	10%	4%	-1%	0.0%
Cc1cc(Cl)ccc1OC(C)C(=O)NN1C(=O)c2ccccc2C1=O (centres undefined)
    -3%	19%	3	-2%	1%	-15%	-15%	0%	-23%	3%	0.0%
CCC(C)(C)NC(=O)COc1ccc(C(=O)c2ccccc2)cc1
    0%	10%	10	0%	0%	5%	1%	16%	5%	-4%	0.0%
COc1cc2cc(CN(CCCN3CCOCC3)C(=O)Nc3ccccc3F)c(=O)[nH]c2cc1OC
    -2%	-7%	-1	-2%	-4%	-14%	10%	8%	31%[activator]	1%	-0.6%
COc1ccc(C(CNC(=O)c2ccc(-n3cnnn3)cc2)N2CCOCC2)cc1 (centres undefined)
    -2%	0%	-1	3%	-2%	-9%	5%	3%	0%	-1%	-0.1%
CCOC(=O)C1=C(C)N=C2c3ccccc3C(=O)C2C1c1ccccc1 (centres undefined)
    3%	0%	11	-4%	-1%	21%	1%	-4%	1%	0%	0.2%
CCOC(=O)COc1ccccc1/C=N/Nc1nnc2c3ccccc3n(C)c2n1
    nt	2%	nt	nt	0%	7%	nt	-1%	-2%	nt	nt
Cc1ccc(-c2cc(C(=O)Nc3cccc(S(=O)(=O)N(C)C)c3)c3ccccc3n2)o1
    0%	-14%	2	4%	4%	-23%	-3%	0%	nt	-9%	2.9%
S=C(NCc1ccccc1)NCc1ccccc1Cl
    -1%	21%	?	2%	-6%	0%	5%	-13%	-4%	3%	-0.3%

Among those listed so far, 7 contain a halogen:
Under each structure – USP2a inh	BRCA1 expr act	TRPV1 agonist	p53 reactivator	TSG101-PTAP inh	a7 integrin act	Eya2 inh	uPA generation	S-ASM inh	ELG1 genotoxic	B2AR arrestin
O=C(Nc1ccc(N2CCOCC2)c(Cl)c1)c1ccc(-n2cnnc2)cc1Cl
    4%	-1%	-1	5%	-2%	0%	-3%	?	-2%	14%	-0.6%
Brc1ccc(-c2nnc3sc(CN4CCN(c5ccccc5)CC4)cn23)cc1
    -2%	-1%	-1	6%	-10%	-20%[7.66 µM]	-5%	nt	-3%	-1%	0.2%
COc1ccc(NS(=O)(=O)c2ccc(Cl)c(NC(=O)c3cccnc3Cl)c2)cc1
    -1%	-4%	-2	3%	-9%	6%	-12%	1%	-3%	-3%	-0.7%
COc1ccccc1NC(=O)Cc1noc(CSc2nnc(C(F)(F)F)n2C)n1
    3%	-5%	-8	-2%	-3%	0%	?	10%	4%	-1%	0.0%
Cc1cc(Cl)ccc1OC(C)C(=O)NN1C(=O)c2ccccc2C1=O (centres undefined)
    -3%	19%	3	-2%	1%	-15%	-15%	0%	-23%	3%	0.0%
COc1cc2cc(CN(CCCN3CCOCC3)C(=O)Nc3ccccc3F)c(=O)[nH]c2cc1OC
    -2%	-7%	-1	-2%	-4%	-14%	10%	8%	31%[activator]	1%	-0.6%
S=C(NCc1ccccc1)NCc1ccccc1Cl
    -1%	21%	?	2%	-6%	0%	5%	-13%	-4%	3%	-0.3%

Screening results: PubChem, National Center for Advancing Translational Sciences (NCATS)
